SIAE inh: human SIAE inhibitors, primary screen, biochemical, fluorescence polarization, FP-Rh probe, 1536-well HTS; Sialate O-acetylesterase (Homo sapiens), Q9HAT2; 370,000 tested, 0.69% active; SIAE FP-Rh probe binding; inhibition, % at 9.66 µM;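 active means inhibition above a cutoff: mean of compounds within the control limits plus 3 SD of those, cut at about 17% in these data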;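 further: 0% = plate median of compound wells and 100% = probe without SIAE protein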
PG9 Ab binder: binders of HIV-1 gp120 antibody PG9, primary screen, biochemical, TR-FRET; HIV-1 gp120 / PG9 antibody interaction; TR-FRET gp120-PG9 antibody binding; inhibition, % at 6.7 µM; 360,000 tested, 0.43% active; AID 624416, 2012; in the data active means inhibition above about 8.5%
TCR-CD3 inh: inhibitors of human TCR-CD3 interaction, primary screen, biochemical, fluorescence, TAMRA-labeled TCR probe | T-cell receptor (TCR) | inhibition, % at 9.4 µM | 360,000 tested, 0.37% active; in the data active means inhibition above about 19%;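 further: recombinant mutant TCR 2C K166C tagged with TAMRA read by polarization; 0% = receptor in buffer alone and 100% = receptor with positive control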
LEDGF integ inh: blockers of LEDGF/p75-dependent integrase strand transfer – biochemical, TR-FRET, high throughput, primary screen. 370,000 tested, 0.64% active. HIV-1 integrase (with human LEDGF/p75). AID 743269, 2014. TR-FRET IN-LEDGF/p75 DNA integration, Eu/Cy5. inhibition, % at 3.7 µM;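 active means inhibition above the screen-wide mean plus 3 SD, cut at about 13% in these data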;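 further: signal is the Cy5 over europium emission ratio at 671 and 618 nm; 0% = plate median of compound wells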
DDE Tn7 FP inh: inhibitors of Tn7 peptide binding to fibrin DD(E), primary screen, biochemical, fluorescence polarization, human fibrin, Tn7 probe; Fibrinogen beta chain (Homo sapiens), P02675; FP displacement of FITC-Tn7 peptide from fibrin DD(E); 0% = median of compound wells per plate; inhibition, % at 8.3 µM; 370,000 tested, 0.13% active; AID 720508, 2013;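 active means inhibition above the mean of compounds falling within the control limits plus 3 SD of them, cut at about 14% in these data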;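 further: 0% = plate median of compound wells and 100% = 10 µM Aha-Tn7 peptide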
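Test system: human clot-derived fibrin DD(E) complex / Quantity: 2 µM final DD(E) protein / Incubation: 10 min plus 3 h, room temperature / Measured by: fluorescence polarization / Benchmarks: high control of 10 µM Aha-Tn7 peptide / Replicates: singlicate testing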
TDP2 inh: human TDP2 enzyme inhibitors, primary screen, biochemical, epi absorbance, recombinant enzyme. inhibition, % at 12.8 µM. T5PNP hydrolysis, p-nitrophenol absorbance 415 nm. 370,000 tested, 0.34% active;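 active means inhibition above the mean of all tested compounds plus 3 SD, set per campaign, cut at about 25% in these data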;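 further: 0% = DMSO with enzyme and 100% = buffer with substrate but no TDP2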
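System: recombinant human TDP2 / Amount: 120 nM TDP2 per well / Also added: 5 mM T5PNP chromogenic substrate / Doses: 12.8 µM single point, 1% DMSO / Incubation: 2 h at 37 °C / Detection: p-Nitrophenol epi absorbance / Evaluation: % inhibition relative to enzyme-containing and enzyme-free wells / Repeats: singlicate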
ABHD4 inh: ABHD4 inhibitors, primary screen, biochemical, fluorescence polarization, mouse | 370,000 tested, 0.54% active | purified mABHD4, FP-Rh probe fluorescence polarization | AID 720543, 2013 | (Lyso)-N-acylphosphatidylethanolamine lipase (Mus musculus), Q8VD66 | inhibition, % at 8.92 µM;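 active means inhibition exceeding the mean over every tested compound plus 3 SD, cut at about 30% in these data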;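 further: 0% = plate median of compound wells and 100% = S159A mutant with DMSO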
Target sequence (Q8VD66 whole entry, looked up): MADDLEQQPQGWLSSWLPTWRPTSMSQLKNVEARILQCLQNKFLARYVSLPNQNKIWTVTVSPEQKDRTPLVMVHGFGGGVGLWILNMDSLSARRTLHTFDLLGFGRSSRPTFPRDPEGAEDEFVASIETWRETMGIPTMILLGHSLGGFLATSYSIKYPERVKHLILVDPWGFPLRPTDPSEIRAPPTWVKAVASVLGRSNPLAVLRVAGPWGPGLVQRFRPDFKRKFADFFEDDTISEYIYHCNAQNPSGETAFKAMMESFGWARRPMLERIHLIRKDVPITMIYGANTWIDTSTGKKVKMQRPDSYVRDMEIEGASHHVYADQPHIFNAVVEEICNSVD
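Assay system: mouse ABHD4 enzyme, wild type / Also added: fluorescent activity-based probe FP-Rh / Doses: single nominal dose of 8.92 µM, 0.89% DMSO final / Timing: 45 min compound pre-incubation plus 60 min probe step, 25 °C / Signal: FP readout, ex 525 nm / em 598 nm / Control set: S159A mutant/DMSO as 100%, compound-well median as 0%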
PRMT1 FP inh: PRMT1 methyltransferase inhibitors, primary screen, biochemical, fluorescence polarization | recombinant PRMT1, activity-based probe fluorescence polarization | inhibition, % at 2.79 µM | 370,000 tested, 1.3% active | AID 652257, 2013;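 active means inhibition above about 21% made by adding two undisclosed values, limit read from the data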
Target sequence (Q99873 whole entry, looked up): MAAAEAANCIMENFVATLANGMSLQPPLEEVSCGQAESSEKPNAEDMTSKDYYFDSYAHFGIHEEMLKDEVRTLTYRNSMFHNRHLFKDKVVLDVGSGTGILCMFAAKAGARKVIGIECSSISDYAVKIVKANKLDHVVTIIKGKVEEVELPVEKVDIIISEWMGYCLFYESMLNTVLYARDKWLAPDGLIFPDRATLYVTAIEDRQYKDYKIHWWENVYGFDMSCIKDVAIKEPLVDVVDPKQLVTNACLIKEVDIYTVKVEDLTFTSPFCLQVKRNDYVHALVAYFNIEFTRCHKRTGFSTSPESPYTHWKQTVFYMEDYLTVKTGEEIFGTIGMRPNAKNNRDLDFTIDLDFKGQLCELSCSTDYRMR
HTRA1 inhibitor: HTRA1 serine protease inhibitors, primary screen, biochemical, fluorescence polarization, HTS. 340,000 tested, 0.5% active. AID 504803, 2011. Q92743. recombinant HTRA1, FP-rhodamine activity-based probe. inhibition, % at 5.96 µM; in the data active means inhibition above about 36%;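 further: 0% = enzyme with DMSO and 100% = wells lacking enzyme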
UHRF1 binding: UHRF1 methylated DNA binding inhibitors, primary screen, counter-screen for MBD2 inhibitor project, biochemical, TR-FRET, human UHRF1, single concentration; UHRF1 binding to methylated oligo; inhibition, % at 4.4 µM; 370,000 tested, 0.75% active; in the data active means inhibition above about 21%;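 further: UHRF1 SRA domain binding a hemimethylated CpG hairpin DNA probe; 0% = median of test compound wells and 100% = reference inhibitor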
Starred values were filed as active, the others as inactive; / = no result given.

SMILES	SIAE inh	PG9 Ab binder	TCR-CD3 inh	LEDGF integ inh	DDE Tn7 FP inh	TDP2 inh	ABHD4 inh	PRMT1 FP inh	HTRA1 inhibitor	UHRF1 binding
COc1ccc(N=C(N)SCc2ccccn2)cc1	2	0.3	-3	-8	-6	8	9	0	10	2
O=C(Nc1cccc(NC(=O)c2ccc(-c3ccc(Br)cc3)o2)c1)c1ccccc1	10	-0.7	-4	-1	2	5	-4	0	-13	0
Cc1ccc(C(=O)Nc2cc(-c3ccn[nH]3)c(C)n(N)c2=O)cc1	-2	-0.5	5	-3	0	-1	8	0	4	-1
O=C(NC1CCCCCC1)C1CCN(C(=O)Cc2ccccc2)CC1	-3	-1.6	-2	-1	-2	-1	1	-1	3	-3
COCCOC(=O)C1=C(C)NC(=O)NC1c1cn(-c2ccccc2)nc1-c1cccs1 (centres undefined)	-1	-1.4	0	1	1	0	-4	-5	-4	-1
CC(C)(C)c1ccc(S(=O)(=O)NCC2CCN(C(=O)C(=O)c3cccs3)CC2)cc1	1	-0.1	6	-2	3	10	0	0	/	0
CC(=O)c1nn(-c2ccc(C(F)(F)F)cc2)c(=O)[nH]c1=O	-1	-3.7	-9	-1	2	0	-3	-2	3	-1
Cc1cccc(N/N=C/c2ccc(C)s2)c1	-11	0.7	-11	4	5	-12	2	6	1	0
Cc1ccc(C(NC(=O)NC(C)c2ccccc2)C(Cl)(Cl)Cl)cc1F (centres undefined)	5	0.4	-4	-2	0	-3	-11	0	-32	-2
O=C1Nc2cc(C(=O)NCCN3CCCCCC3)ccc2S/C1=C/c1ccccc1F	-18	-1.2	-3	3	-3	0	5	-2	-54	-4
Cc1cc(NC(=O)Cn2cnc3c2c(=O)n(C)c(=O)n3C)n(-c2ccccc2)n1	0	0.3	5	1	-3	2	-7	-2	7	1
O=C(NCCCN1CCCC1=O)c1cc(S(=O)(=O)N2CCOCC2)ccc1Cl	2	-1.2	9	0	5	10	-4	0	4	-1
Cc1ccccc1CN1CCN(CC(=O)NCc2ccco2)C1=O	2	-1.4	6	-1	-5	9	3	2	9	0
O=C(N[C@@H](Cc1ccccc1)C(=O)N1CCN(S(=O)(=O)c2cccc(F)c2)CC1)c1ccco1	-4	-1.1	-9	1	-5	-2	-1	5	1	1
CNc1oc(-c2ccc(F)cc2)nc1S(=O)(=O)c1ccccc1	1	5.3	-1	3	3	0	4	1	-9	5
CCOc1cccc(-c2nnc(SCC(=O)Nc3cc(C)ccc3OC)n2N)c1	2	-2.9	3	-2	-2	1	-3	-5	-7	-2
N#CC1=C(N)OC2=C(C(=O)CCC2)C12C(=O)N1CCCc3cccc2c31 (centres undefined)	2	1.0	0	-1	1	8	4	1	2	0
O=C(O)c1ccc(S(=O)(=O)Nc2ccc(F)c(Cl)c2)cc1	-1	0.4	5	5	1	-6	4	0	3	11
Cc1nc(Cl)sc1C(=O)Nc1cccc(Cl)c1C	-7	-2.9	2	-4	2	1	0	-1	-4	1
O=CN1CCN(C2CC(=O)N(c3ccc4c(c3)OCO4)C2=O)CC1 (centres undefined)	10	0.7	3	-3	-4	15	-1	1	-1	-1
CCC(C)c1ccc(N(C(=O)c2ccco2)C(C(=O)NC2CCCC2)c2cccnc2)cc1 (centres undefined)	0	0.1	-5	-1	0	-4	2	3	-12	1
CCOC(=O)N/N=C\c1ccccc1OC/C=C/c1ccccc1	-3	-1.8	-2	4	-5	-7	-15	-2	-36	-2
CC1=CC(C)(C)n2c(O)c(N=N)c3cc(C)cc1c32	4	-1.6	-5	3	-2	-13	-5	-3	-2	-2
Fc1ccc2cnc(-c3ccsc3)cc2c1	-1	-0.1	5	-3	-2	-1	-4	-1	/	-2
COc1cc(/C=C2/C(=O)N(c3ccc([N+](=O)[O-])cc3)N=C2N2CCOCC2)ccc1O	6	-0.7	-9	3	0	67*	-1	6	31	11
(listing goes on)
SMILES	SIAE inh	PG9 Ab binder	TCR-CD3 inh	LEDGF integ inh	DDE Tn7 FP inh	TDP2 inh	ABHD4 inh	PRMT1 FP inh	HTRA1 inhibitor	UHRF1 binding
Cc1cc(NC(=O)C2CCN(S(=O)(=O)c3cnc[nH]3)CC2)ccc1Br	6	0.8	-4	1	-2	0	-8	2	-4	21
CC(O)CSc1nc2c(c(=O)[nH]c(=O)n2C)n1Cc1ccccc1Cl (centres undefined)	2	1.8	4	0	6	6	-4	0	5	6
CCCC(C)C(=O)Nc1nc(C)c(-c2csc(Nc3cc(OC)ccc3OC)n2)s1 (centres undefined)	15	-2.3	1	2	3	-1	13	3	-4	0
Cn1c(NCC(O)CO)nc2c1c(=O)n(Cc1ccc(Cl)c(Cl)c1)c(=O)n2C (centres undefined)	2	-2.1	0	1	-1	-11	0	1	1	4
NC(=O)c1ccccc1NCC(=O)c1ccc(Cl)cc1	6	-0.1	1	0	-7	-3	3	6	-6	-1
Cc1nc2sc(C(=O)Nc3ccccc3)c(N)c2c(C)c1[N+](=O)[O-]	0	-0.9	-8	0	8	-7	-5	2	-1	3
Cc1[nH]c2ccccc2c1C(=O)NS(=O)(=O)Nc1ccc(Cl)cc1	6	-0.3	-6	-3	3	5	11	6	8	1
CCOc1cccc(-c2c(C(=O)N/N=C/c3ccoc3)nnn2-c2nonc2N)c1	-2	0.5	-6	-7	0	-1	-3	3	-8	0
Cc1noc(C)c1NC(=O)N(C)C[C@@H]1Oc2ncc(C#CC3CC3)cc2C(=O)N([C@@H](C)CO)C[C@@H]1C	6	0.1	1	-1	-2	6	-3	-2	-5	0
O=C(COC(=O)/C=C/c1ccccc1)NCCC1=CCCCC1	8	1.8	-8	1	2	-4	-3	-1	3	-1
CC(C)n1nc(C(=O)N2CCN(S(=O)(=O)c3cccs3)CC2)c2ccccc2c1=O	-1	0.7	6	0	0	14	-6	-1	/	-4
Cn1c2ccc(F)cc2c2nnc(SCC(=O)Nc3cccc(O)c3)nc21	-5	2.8	-1	-3	2	-1	6	5	-12	-5
Cc1c(F)cccc1NC(=O)CCC(=O)O	2	0.5	1	1	-3	1	-3	-2	2	-1
CC1=C(C(=O)OC2CCCCC2)C(c2ccc(C)o2)C2=C(CC(C)(C)CC2=O)N1 (centres undefined)	-2	-1.1	-2	3	-4	-12	11	2	-1	4
CC(=O)OC(C)C(=O)NS(=O)(=O)c1ccc(C)cc1 (centres undefined)	-1	-1.6	2	-8	-15	0	10	4	5	6
Cc1ccccc1-n1cnc2c(sc3nc(N4CCOCC4)c4c(c32)CCCC4)c1=O	-11	1.2	-2	-5	-2	-13	-11	2	-1	2
CN(CCc1ccccn1)S(=O)(=O)c1ccc2c3c(cccc13)C(=O)N2	-6	0.6	4	-3	8	-13	3	0	-9	-5
CCOC(=O)C1CCN(S(=O)(=O)c2c(C)noc2C)CC1	6	-1.4	6	0	-1	-19	0	-7	2	0
CCCCC(=O)NCc1ccc(Cl)cc1	2	-4.1	10	-1	0	-3	-2	-2	-5	-1
CCN(CC)c1ccc(/C=N/NC(=O)c2ccc([N+](=O)[O-])cc2)cc1	-3	-0.1	4	-1	0	10	6	0	2	-1
O=C1CN(Cc2cc(=O)oc3cc4c(cc23)CCC4)CCN1	0	-3.3	-1	0	0	5	2	-1	0	6
COc1cc2c(cc1OC)C(c1ccccc1C)CC(=O)N2 (centres undefined)	-1	-3.9	-2	-1	-5	-3	-4	1	10	0
Cc1ccc(C(=O)N2CCN(C3CCCCC3)CC2)s1	-6	-2.5	6	7	-1	-19	-13	-4	3	0
CN(CCc1ccccn1)C(=O)CC1C(=O)NCCN1Cc1ccc(-c2ccccc2)cc1 (centres undefined)	7	1.5	-5	7	4	4	-8	-2	0	3
COc1ccc(CCNC(=O)COc2ccc(C)nc2[N+](=O)[O-])cc1OC	-1	1.5	-7	-1	8	5	1	-1	-1	-3

Ten consecutive entries from above, for reference:
SMILES	SIAE inh	PG9 Ab binder	TCR-CD3 inh	LEDGF integ inh	DDE Tn7 FP inh	TDP2 inh	ABHD4 inh	PRMT1 FP inh	HTRA1 inhibitor	UHRF1 binding
Cc1ccccc1-n1cnc2c(sc3nc(N4CCOCC4)c4c(c32)CCCC4)c1=O	-11	1.2	-2	-5	-2	-13	-11	2	-1	2
CN(CCc1ccccn1)S(=O)(=O)c1ccc2c3c(cccc13)C(=O)N2	-6	0.6	4	-3	8	-13	3	0	-9	-5
CCOC(=O)C1CCN(S(=O)(=O)c2c(C)noc2C)CC1	6	-1.4	6	0	-1	-19	0	-7	2	0
CCCCC(=O)NCc1ccc(Cl)cc1	2	-4.1	10	-1	0	-3	-2	-2	-5	-1
CCN(CC)c1ccc(/C=N/NC(=O)c2ccc([N+](=O)[O-])cc2)cc1	-3	-0.1	4	-1	0	10	6	0	2	-1
O=C1CN(Cc2cc(=O)oc3cc4c(cc23)CCC4)CCN1	0	-3.3	-1	0	0	5	2	-1	0	6
COc1cc2c(cc1OC)C(c1ccccc1C)CC(=O)N2 (centres undefined)	-1	-3.9	-2	-1	-5	-3	-4	1	10	0
Cc1ccc(C(=O)N2CCN(C3CCCCC3)CC2)s1	-6	-2.5	6	7	-1	-19	-13	-4	3	0
CN(CCc1ccccn1)C(=O)CC1C(=O)NCCN1Cc1ccc(-c2ccccc2)cc1 (centres undefined)	7	1.5	-5	7	4	4	-8	-2	0	3
COc1ccc(CCNC(=O)COc2ccc(C)nc2[N+](=O)[O-])cc1OC	-1	1.5	-7	-1	8	5	1	-1	-1	-3

Screens: PubChem, The Scripps Research Institute Molecular Screening Center
